Compound activity (PubChem BioAssay)
TRPC4 PAM: allosteric potentiators of mouse TRPC4 channel; Q9QUQ5; HEK293 TRPC4beta/mu-opioid, DAMGO EC20, Fluo-4 Ca2+ flux; stronger effect = higher value; B-score at 10 µM; actives 0.42% (n = 310,000);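 active means B-score of calcium response area above 5 SD of library B-scores, with initial fluorescence ratio within 5 SD of library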;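 further: B-score of integrated fluorescence ratio over time as area under calcium response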
TRPC4 act: TRPC4 (mouse) channel activation; Q9QUQ5; HEK293 TRPC4beta/mu-opioid, Fluo4 calcium fluorescence; stronger effect = higher value; B-score at 10 µM; actives 0.49% (n = 310,000); AID 2237;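 active means B-score above 5 SD of library B-scores, and initial fluorescence ratio not above library mean plus 5 SD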;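 further: positive B-score marks a calcium rise read as TRPC4 activation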
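system = HEK293 cells stably co-expressing mouse TRPC4beta and mu-opioid receptor | schedule = Fluo4 dye loading 45 min at room temperature, 110 s recording | measure = B-scored integrated calcium fluorescence ratio | signal = Fluo4 calcium-sensitive dye fluorescence, kinetic, 1 Hz baseline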
PolyA inhibitor: inhibitors of polyadenylation in S. cerevisiae; S. cerevisiae SKY197-pL101 polyadenylation reporter, beta-gal luminescence; efflux-impaired pdr1/pdr3 knockout yeast; score 100 = 6 SD above DMSO; calls only at 12 µM; actives 0.02% (n = 300,000);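 active means lowest replicate activity score at least 50, where 100 means six control SD above control mean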;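 further: yeast exposed to compound for 9 h at 30 °C; higher score means more reporter readthrough which indicates perturbed polyadenylation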
HIF act: HIF pathway transcriptional activation | U2OS HRE-luciferase reporter, luminescence; normalized: DMSO 0%, desferrioxamine 100% | activation, % at 7.5 µM (by protocol) | actives 0.32% (n = 300,000);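 active means mean activation of at least 10% of the iron chelator positive control signal, with at least half of replicates also reaching 10%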
MrgX1 ag: human MrgX1 receptor agonism, primary screen. Q96LB2. MrgX1-HEK293 cells, Fluo-4 calcium fluorescence, agonist mode; stronger effect = higher value. B-score at 10 µM. actives 0.44% (n = 310,000);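 active means calcium response B-score plate-corrected fluorescence ratio at least 3 library SD, with starting fluorescence B-score inside 5 SD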
Target sequence (Q96LB2 whole entry, looked up): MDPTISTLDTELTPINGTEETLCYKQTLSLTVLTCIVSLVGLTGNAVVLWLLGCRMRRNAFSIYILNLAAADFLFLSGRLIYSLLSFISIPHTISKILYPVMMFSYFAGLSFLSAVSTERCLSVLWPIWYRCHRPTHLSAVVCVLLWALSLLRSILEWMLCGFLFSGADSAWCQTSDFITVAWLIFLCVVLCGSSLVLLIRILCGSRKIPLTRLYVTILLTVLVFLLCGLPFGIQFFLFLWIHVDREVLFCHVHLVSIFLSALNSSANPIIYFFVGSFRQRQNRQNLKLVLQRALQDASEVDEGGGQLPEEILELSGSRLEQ
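Assay system: MrgX1-expressing HEK293 cells / Amount: fifteen thousand cells per well / Doses: test compound in the initial addition of three / Timing: cells plated overnight, dye loaded 0.5 h 37 °C, 0.5 h room temperature / Technique: kinetic calcium dye fluorescence, Fluo-4 NW / Control set: positive and negative controls per plate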
MrgX1 antagonist: human MrgX1 receptor antagonism, primary screen | Q96LB2 | MRGX1-HEK293 calcium flux, Fluo-4, BAM8-22 antagonism; stronger effect = lower value | B-score at 10 µM | actives 1.3% (n = 310,000);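 active means calcium-response B-score plate-corrected more than 3 library SD below zero, starting fluorescence within 5 deviations, no agonist response on first addition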;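 further: peak minus trough fluorescence over baseline after final BAM8-22 challenge near maximal dose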
AI-2 QS modul: modulators of Vibrio harveyi AI-2 quorum sensing system | Vibrio harveyi JMH597 AI-2 luminescence/OD600 ratio, 9 h; stronger effect = lower value; strain lacks LuxN and CqsS sensors; 0 = neutral-control median | activity change, % at 7.5 µM | actives 0.4% (n = 300,000); in the data active means activity change below about -75%, passing the limit was not always enough;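 further: luminescence divided by OD600 gain over 9 h not by final OD600 alone; inactives centre near 13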
TRPC4 block: TRPC4 (mouse) channel inhibition; Q9QUQ5; HEK293 TRPC4beta/mu-opioid, DAMGO-evoked Fluo4 calcium flux; stronger effect = lower value; B-score at 10 µM; actives 0.39% (n = 300,000);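 active means B-score over 3 SD under the library average, no early fluorescence shift, positive overall ratio signal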
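material = TRPC4beta/mu-opioid receptor HEK293 cell line | probe or stimulus = sequential submaximal and maximal DAMGO stimulation | compound dosing = one concentration per compound | measured by = Fluo4 Ca2+ flux fluorescence | evaluation = integrated fluorescence ratio relative to baseline, converted to per-well B score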
TRPC6 act: activates the mouse TRPC6 cation channel | HEK293-TRPC6 membrane potential dye fluorescence; stronger effect = higher value | AID 2550 | actives 0.13% (n = 310,000) | B-score at 10 µM;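 active means B-score of the integrated fluorescence ratio above library mean plus 3 SD, and starting fluorescence ratio within library mean plus 5 SD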;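 further: higher score means more depolarization so channel activation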
TRPC6 inh: mouse TRPC6 channel inhibition; Q61143; HEK293-TRPC6, membrane potential dye, ACh-evoked depolarization; stronger effect = lower value; B-score at 10 µM; actives 1.1% (n = 310,000); AID 2553;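 active means B-score under library mean minus 3 SD, initial fluorescence not abnormally high, positive integrated signal ratio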;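 further: B-score derived from integrated fluorescence ratio over the kinetic read; more negative B-score means stronger inhibition of depolarization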
MrgX1 PAM: allosterically activates human MrgX1 receptor signaling. MrgX1-HEK293, Fluo-4 calcium flux, FDSS; stronger effect = higher value. AID 588675. B-score at 10 µM. actives 0.63% (n = 310,000);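 active means plate-corrected calcium response at least 3 library SD above typical, normal starting fluorescence, not activating the receptor alone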;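 further: compound read alongside a low EC10 to EC30 dose of BAM8-22 agonist; peak minus trough fluorescence over baseline measured at the second addition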
* marks the source's active call; other numbers are inactive results; i = inactive; . = no result given. Some of the compounds tested; the hit share may differ from the screen's.

SMILES | TRPC4 PAM | TRPC4 act | PolyA inhibitor | HIF act | MrgX1 ag | MrgX1 antagonist | AI-2 QS modul | TRPC4 block | TRPC6 act | TRPC6 inh | MrgX1 PAM
O=C1CCCC2=C1C(c1ccncc1)c1c(nc(SCc3ccccc3)[nH]c1=O)N2 (stereo not drawn) | i | i | i | -0.3 | i | i | 13 | i | i | i | i
Cc1ccc(-c2noc(-c3ccccc3C(=O)NCC3CCCO3)n2)cc1 (stereo not drawn) | i | i | i | 1.9 | i | i | 11 | i | i | i | i
CNC(=O)CSc1nc2c(c(=O)n(C)c(=O)n2C)n1Cc1ccc(C)cc1 | i | i | i | -0.2 | i | i | 6 | i | i | i | i
Cn1nnc2cc(NC(=O)N3CCN(c4ccccn4)CC3)ccc21 | i | i | i | 0.7 | i | i | 30 | i | i | i | i
O=C(N/N=C\c1cccnc1)c1cc(-c2ccccc2)nc2c(Cl)cccc12 | i | i | i | -0.3 | i | i | 6 | i | i | i | i
Cc1nnc(SCC(=O)Nc2nccs2)[nH]c1=O | i | i | i | 0.5 | i | i | 37 | i | i | i | i
Cc1cccc2sc(N(CCN(C)C)C(=O)/C=C/c3cccs3)nc12 | i | i | i | -0.9 | i | i | 27 | i | i | i | i
O=C(NCc1ccco1)/C(=C/c1ccco1)NC(=O)c1ccccc1 | i | i | i | -0.2 | i | i | 9 | i | i | i | i
O=C(OCc1nnc(-c2ccccc2)o1)c1cccnc1Cl | i | i | i | 0.0 | i | i | 27 | i | i | i | i
CC(Oc1ccccc1)C(=O)N=C1SC2CS(=O)(=O)CC2N1c1cccc(F)c1 (stereo not drawn) | i | i | i | -0.3 | i | i | 5 | i | i | i | i
NC(=O)C1CCN(C(=O)CN2CCCc3ccccc32)CC1 | . | . | i | 1.4 | i | i | 13 | . | . | . | i
COC(=O)c1sc2ccc(C)cc2c1C(=O)OC | i | i | i | 1.2 | i | i | -5 | i | i | i | i

Complete entries from above. Order of screens: TRPC4 PAM, TRPC4 act, PolyA inhibitor, HIF act, MrgX1 ag, MrgX1 antagonist, AI-2 QS modul, TRPC4 block, TRPC6 act, TRPC6 inh, MrgX1 PAM
Listed for COC(=O)c1sc2ccc(C)cc2c1C(=O)OC = i, i, i, 1.2, i, i, -5, i, i, i, i
Listed for O=C1CCCC2=C1C(c1ccncc1)c1c(nc(SCc3ccccc3)[nH]c1=O)N2 (stereo not drawn) = i, i, i, -0.3, i, i, 13, i, i, i, i

Following part
SMILES | TRPC4 PAM | TRPC4 act | PolyA inhibitor | HIF act | MrgX1 ag | MrgX1 antagonist | AI-2 QS modul | TRPC4 block | TRPC6 act | TRPC6 inh | MrgX1 PAM
CCNc1nc(Oc2ccc(C(=O)OCC)cc2)nc(SC)n1 | i | i | i | -0.1 | i | i | 9 | i | i | i | i
Cc1cccc(NC(=O)CSc2nnc(Cn3nnc(-c4ccccc4)n3)n2-c2ccccc2)c1 | i | i | i | -0.6 | i | i | 32 | i | i | i | i
CCOc1ccc(/C(C)=N/NC(=O)c2nnn(-c3nonc3N)c2-c2cccs2)cc1 | i | i | i | -0.7 | i | i | 26 | i | i | i | i
Cc1ccc(N(CC(=O)N=Nc2c(O)[nH]c3ccccc23)S(C)(=O)=O)c(C)c1 | i | i | i | 0.0 | i | i | 13 | i | i | i | i
COc1ccccc1-c1nnc(SC/C(O)=C(\C#N)c2nc3ccccc3[nH]2)n1C1CCCCC1 | i | i | i | 1.2 | i | i | 71 | i | i | i | i
CNC(=O)/C(C#N)=C/c1cn(CC(=O)OC)c2ccccc12 | i | i | i | 0.0 | i | i | 18 | i | i | i | i
NC(=O)c1ccc(NC(=O)c2cccc(Oc3ccccc3)c2)cc1 | i | i | i | 0.3 | i | i | 8 | i | i | i | i
COC(=O)C(C)(C)ONC(=O)Nc1ccc([N+](=O)[O-])cc1 | i | i | i | 0.2 | i | i | 0 | i | i | i | i
COc1cc(OC)cc(C(=O)N2CC(=O)Nc3ccccc32)c1 | i | i | i | -0.6 | i | i | 7 | i | i | i | i
O=c1c([N+](=O)[O-])c(NCCN2CCCCCC2)c2ccccc2n1-c1ccccc1 | i | i | i | -0.4 | i | i | 13 | i | i | -6.3* | i
O=C(NCc1cccs1)c1cccnc1SCCS(=O)(=O)c1ccc(C(F)(F)F)cn1 | i | i | i | -0.9 | i | i | 14 | i | i | i | i
CCOc1ccc(C(=O)N2CCN(S(=O)(=O)c3cccs3)CC2)c(OCC)c1 | i | i | i | -0.2 | i | i | 7 | i | i | i | i
O=C(CSc1ccc(-c2cccc([N+](=O)[O-])c2)nn1)N1CCCCCC1 | i | i | i | -0.1 | i | i | 2 | i | i | i | i
COc1cc(/C=N/NC(=O)c2ccncc2)ccc1OC(=O)c1ccco1 | i | i | i | -0.4 | i | i | 12 | i | i | i | i
CC(/C=C/C1(O)C(C)CC(=O)CC1(C)C)OC1OC(CO)C(O)C(O)C1O (stereo not drawn) | i | i | i | 0.1 | i | i | 7 | i | i | i | i
COC(=O)C1CCN(C(=O)C2CCC(=O)N(CCc3cccc(F)c3)C2)CC1 (stereo not drawn) | i | i | i | 0.1 | i | i | 18 | i | i | i | i
Nc1c(-c2ccccc2)cnn1C1CCS(=O)(=O)C1 (stereo not drawn) | i | i | i | -0.3 | i | i | 32 | i | i | i | i
CCOC(=O)CSc1nc2c(sc(=S)n2-c2ccc(CC)cc2)c(=O)[nH]1 | i | i | i | -0.8 | i | i | 20 | i | i | i | i
CCOc1ccc(NC2c3ccccc3C(=O)N2Cc2ccc3c(c2)OCO3)cc1 (stereo not drawn) | i | i | i | -0.5 | i | i | 4 | i | i | i | i
O=C(Nc1ccc2c(c1)oc1ccccc12)c1cccnc1 | i | i | i | 2.4 | i | i | 19 | i | i | i | i
C=CCn1c(Cc2csc(N)n2)nnc1SCC(=O)Nc1ccccc1C(F)(F)F | i | i | i | 0.0 | i | i | 10 | i | i | i | i
Cc1ccc2c(=O)c(CN3CCCCCC3)c(C)[nH]c2c1C | i | i | i | -0.8 | i | i | 9 | i | i | i | i
Cc1ccc(C2Nc3ccccc3C(=O)N2Cc2ccco2)cc1 (stereo not drawn) | i | i | i | 0.2 | i | i | 14 | i | i | i | i
O=[N+]([O-])c1cnc(Nc2ccccc2)nc1Nc1ccccc1 | i | i | i | 0.9 | i | i | 1 | i | i | i | i
COC(=O)C1=C(CCc2ccccc2)NC(=O)NC1c1ccc([N+](=O)[O-])cc1 (stereo not drawn) | i | i | . | 0.2 | i | i | 8 | i | i | i | i
O=C(C1=NN[C@@H]2C(=O)N(c3cccc(F)c3)C(=O)[C@H]12)C(c1ccccc1)c1ccccc1 | i | i | i | -0.2 | i | i | 1 | i | i | i | i
O=c1c2cn[nH]c2nc(SCc2ccc3c(c2)OCCO3)n1-c1ccccc1 | i | i | i | 0.0 | i | i | 8 | i | i | i | i
COc1ccc(CCNS(=O)(=O)c2cccc(C)c2)cc1OC | i | i | i | 1.2 | i | i | 19 | i | i | i | i
O=C(OCCN1C(=O)c2ccccc2C1=O)c1cc2ccccc2o1 | i | i | i | 0.0 | i | i | -11 | i | i | i | i
CCOC(=O)/C(C#N)=C/c1cn(CCC(=O)O)nc1-c1ccc(F)cc1 | i | i | i | 0.4 | i | i | -10 | i | i | i | i
COc1ccc(Cl)cc1C(=O)NCc1cnn(C)c1C | i | i | i | -0.1 | i | i | 4 | i | i | i | i
CC1Cc2ccccc2N1C(=O)/C=C/c1cccc(F)c1 (stereo not drawn) | i | i | i | 4.9 | i | i | -3 | i | i | i | i
Cc1ccccc1C(=O)NCc1ccncc1 | i | i | i | -0.5 | i | i | 3 | i | i | i | i
CCOC(=O)N1CCN(c2ncnc3c2[nH]c2ccc(OC)cc23)CC1 | i | i | i | -0.3 | i | i | 30 | i | i | i | i
FC(F)(F)c1cc(-c2ccc(Cl)cc2)nc2ncnn12 | i | i | i | -0.1 | i | i | -5 | i | i | i | i
O=C(Nc1cc([N+](=O)[O-])ccc1N1CCOCC1)c1cccs1 | i | i | i | -1.2 | i | i | 18 | i | i | i | i
COc1ccc(N(C)C(=O)Cc2c(C(=O)O)[nH]c3ccccc23)cc1 | i | i | i | 0.4 | i | i | 16 | i | i | i | i
OCCC1CN(Cc2nc(-c3ccc(F)cc3)cs2)CCN1CCc1ccccc1 (stereo not drawn) | i | i | i | 0.1 | i | i | 20 | i | i | i | i
Cc1cc(C(=O)CSc2nc3ccccc3c(=O)n2C)c(C)n1Cc1ccc2c(c1)OCO2 | i | i | i | 0.4 | i | i | 22 | i | i | i | i
Cc1ccc(NC(=S)NC2CC3CCCC(C2)N3Cc2cccs2)cc1 (stereo not drawn) | i | 48* | i | 0.1 | i | i | 4 | i | i | i | i
COC(=O)c1ccsc1-n1cc(C#N)c(=O)n(C)c1=O | i | i | i | -0.4 | i | i | 14 | i | i | i | i
CCn1c(SCc2cccc(C)c2)nnc1-c1ccc(C)cc1 | i | i | i | 0.3 | i | i | -1 | i | i | i | i
CCCn1c(=S)[nH]c2cc(OC)c(OC)cc2c1=O | i | i | i | 0.0 | i | i | 17 | i | i | i | i
CCOc1ccccc1C(=O)Nc1cccc2cccnc12 | i | i | i | -2.1 | i | i | 17 | i | i | i | i
CC(=O)c1cccc(NC(=O)c2ccc3c(=O)n4c(nc3c2)CCCCC4)c1 | i | i | i | 1.8 | i | i | 17 | i | i | i | i
Cc1ccc(SCC(=O)Nc2ccc3c(c2)C(=O)NC3=O)cc1 | i | i | i | -0.4 | i | i | 25 | i | i | i | i
O=C(c1ccccc1)c1cccc(NC(=O)c2ccco2)c1 | i | i | i | 2.0 | i | i | -14 | i | i | i | i
COc1ccc(NC(=S)N(CCN2CCCCC2)Cc2ccco2)cc1 | i | i | i | -0.3 | i | i | 20 | i | i | i | 10*
O=C(c1ccco1)N1CCN(Cc2nnc(-c3cccc(Br)c3)o2)CC1 | i | i | i | -3.7 | i | i | . | i | i | i | i
COC(=O)c1ccc(C(C(=O)NC2CCCCC2)N(Cc2ccccc2)C(=O)Cc2cccs2)cc1 (stereo not drawn) | i | i | . | 0.4 | i | i | 29 | i | i | i | i
